Wee1 stabilizer: inhibitors of human Wee1 degradation; 1.2% of 220,000 active; HeLa Luc-Wee1K328M stability, luciferase luminescence; 100% = proteasome inhibitor MG132 effect; reporter increase, % at 5 µM; AID 1321;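 active = activation above the mean of all tested compounds plus 3 SD, set per screening run, cut at about 8.8% in these data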;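 also: cells exposed to compound for 20 h before luminescence read; 0% = DMSO alone and 100% = MG132 at 30 µM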
Target sequence (P30291 whole entry K328M): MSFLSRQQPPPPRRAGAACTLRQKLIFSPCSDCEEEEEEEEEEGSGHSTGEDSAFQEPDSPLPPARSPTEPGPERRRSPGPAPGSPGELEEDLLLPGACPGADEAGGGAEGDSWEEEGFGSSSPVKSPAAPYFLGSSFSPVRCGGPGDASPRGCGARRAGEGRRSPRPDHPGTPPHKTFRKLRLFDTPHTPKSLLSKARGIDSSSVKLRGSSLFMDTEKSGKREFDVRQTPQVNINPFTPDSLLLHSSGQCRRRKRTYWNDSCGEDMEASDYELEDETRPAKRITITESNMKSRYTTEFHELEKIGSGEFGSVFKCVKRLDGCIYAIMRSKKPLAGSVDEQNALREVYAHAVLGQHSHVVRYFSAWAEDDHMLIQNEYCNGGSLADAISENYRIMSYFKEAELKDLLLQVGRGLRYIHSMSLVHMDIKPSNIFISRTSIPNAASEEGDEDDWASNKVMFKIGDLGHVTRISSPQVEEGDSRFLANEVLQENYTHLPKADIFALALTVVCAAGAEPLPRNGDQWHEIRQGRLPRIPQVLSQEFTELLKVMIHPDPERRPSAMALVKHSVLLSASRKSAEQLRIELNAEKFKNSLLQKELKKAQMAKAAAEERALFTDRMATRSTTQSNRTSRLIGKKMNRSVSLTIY
CHOP inhibitor: CHOP inhibition in unfolded protein response; CHO-K1 CHOP-promoter luciferase, tunicamycin-induced, 15-18 h; inhibition, % at 10 µM; 3.8% of 220,000 active;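 active = compounds that reduced the stress-induced luciferase reporter signal by more than about 70% of percent inhibition, limit read from the data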;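 also: 0% = tunicamycin plus vehicle and 100% = wells without tunicamycin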
TNF death inh: blocks TNF-alpha induced death of Jurkat FADD-/- cells; 0.068% of 220,000 active; activation (protection from cell death), % at 10 µM; Jurkat FADD-/- TNF necroptosis rescue, ATP luminescence, 24 h; 0 = TNF only, 100 = no-TNF cells; AID 463075;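 active = activation, meaning protection from cell death, of at least 50% relative to plate controls; inactive = activation below 50%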;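 also: necroptosis triggered by 40 ng/mL TNF-alpha added together with compound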
TbHK1 inh: blocks Trypanosoma brucei hexokinase 1 activity; recombinant TbHK1, G6PDH-coupled NADH A340; inhibition, % at 10 µM; 0.11% of 220,000 active; AID 1430;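 active = inhibition of 50% or more in the single-dose primary screen; inactive = inhibition below 50%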
PPC-1+TRAIL kill: kills PPC-1 cancer cells in the presence of TRAIL | PPC-1 cells + TRAIL, ATPLite viability luminescence | cell killing (% activity), % at 4 µM | 0.41% of 220,000 active | AID 1443;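 active = cell killing above 50% in the first pass at 4 µM, then a duplicate retest at 5 µM averaging 50% or more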;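 also: plate controls were cells with TRAIL plus DMSO for no effect and medium-only wells lacking cells for full effect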
FXIIa inh 1536: factor XIIa (human) inhibition; purified FXIIa, Boc-QGR-AMC fluorogenic substrate, 2 h; P00748; 0.3% of 220,000 active; inhibition, % at 5 µM; in the data active = inhibition above about 40%;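 also: 0% = enzyme with no compound and 100% = blank without enzyme; many of its hits are not listed in these tables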
PGE2 EP2 inh: blocks the human prostaglandin E2 receptor EP2; C6 glioma cells expressing human EP2, cAMP TR-FRET; cells stimulated with saturating PGE2; inhibition, % at 25 µM; 0.52% of 260,000 active; P43116;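 active = percent inhibition above 40 after rounding to a whole number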;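 also: rat C6 glioma host cells with rolipram phosphodiesterase inhibitor present; the protocol text gives 20 µM as final concentration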
Target sequence (P43116 whole entry, looked up): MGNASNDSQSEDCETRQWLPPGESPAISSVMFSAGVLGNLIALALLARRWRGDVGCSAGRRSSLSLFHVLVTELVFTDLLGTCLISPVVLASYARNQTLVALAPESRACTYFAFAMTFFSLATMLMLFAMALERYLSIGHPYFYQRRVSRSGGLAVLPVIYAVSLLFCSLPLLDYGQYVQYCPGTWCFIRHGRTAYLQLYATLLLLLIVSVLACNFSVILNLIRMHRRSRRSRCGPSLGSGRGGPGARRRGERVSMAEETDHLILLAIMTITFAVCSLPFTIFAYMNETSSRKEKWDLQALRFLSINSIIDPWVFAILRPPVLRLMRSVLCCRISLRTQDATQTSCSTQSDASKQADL
FXIa inh: blocks human coagulation factor XIa protease activity; P03951; purified FXIa, Boc-Glu-Ala-Arg-AMC fluorogenic substrate; inhibition, % at 5 µM; 0.14% of 220,000 active; AID 798;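 active = inhibition of at least 40%; inactive = inhibition below 40%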;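 also: fluorescence of freed AMC excited at 355 nm; 0% = enzyme without compound and 100% = no enzyme blank; many of its hits are not listed in these tables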
zVAD death inh: blocks zVAD induced death of L929 cells; AID 1377; L929 zVAD necroptosis rescue, ATP luminescence, 24 h; with zVAD 60 µM; 0.38% of 220,000 active; viability rescue, % at 10 µM;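 active = activation, scaled between plate controls, above about 75%, limit read from the data; inactive = activation under that limit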;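 also: 0% = zVAD with DMSO and 100% = DMSO alone without zVAD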
An asterisk follows results filed as active; nt = not tested or not shown; & = joins results of further samples. A portion of the library, so the mix of outcomes need not match the whole.

SMILES | Wee1 stabilizer | CHOP inhibitor | TNF death inh | TbHK1 inh | PPC-1+TRAIL kill | FXIIa inh 1536 | PGE2 EP2 inh | FXIa inh | zVAD death inh
Clc1ccccc1-c1nnc2n1CCCCC2 | 0 | 6 | 7.1 | -10 | 6 | 7 | 3 | -4 | 1.0
N#CCSCC(=O)Nc1ccc(F)cc1 | -1 | -8 | 11 | 3 | -22 | 16 | 7 | 2 | 2.7
CCCOc1ccccc1C1NC(=O)NC(C)=C1C(=O)OCCOCC (stereo unspecified) | 0 | -28 | -1.7 | 4 | -8 | 12 | 9 | -4 | 0.7
Cn1c(-c2c(N)n(C3CCCC3)c3nc4ccccc4nc23)nc2ccccc21 | -1 | 70 | 1.2 | -3 | 9 | -6 | 14 | -12 | -0.3
OCCSc1c(F)c(SCCO)c(SCCO)c(F)c1SCCO | 0 | 11 | -0.8 | -5 | 4 | 0 | 6 | -1 | 0.4
COc1ccc2c(c1)cc1n2CCN=C1NCCO | 1 | 21 | 0.7 | -21 | 10 | 21 | 2 | -10 | -0.6
Cc1[nH]c(C(=O)O)c(C)c1C(=O)OC(C)C | -1 | 12 | -2.1 | -7 | 24 | 2 | 8 | -5 | 1.3
Cc1cccc(C)c1NC(=O)C1(NC(=O)c2cnccn2)CCCCC1 | nt | 11 | 0.2 | -7 | 7 | 3 | 6 | -5 | 1.0
O=C(Nc1ccccc1-c1nc2ccccc2[nH]1)c1sc2ccccc2c1Cl | -3 | 97* | 1.9 | 0 | 3 | -2 | 10 | -5 | 0.2
Cn1cccc1CNC1CCCC1 | 5 | 9 | -0.1 | -3 | -10 | 9 | 9 | 6 | 0.6
Nc1nnn(Cc2ccccc2)n1 | 0 | 8 | 0.6 | -2 | -13 | 5 | 9 | 0 | -0.1
CN1CCc2c(sc3c2c(=O)n(-c2cccc(Cl)c2)c2nncn32)C1 | 0 | nt | -0.6 | 0 | nt | nt | 4 | nt | -0.4
CC(C)OC(=O)[C@H]1[C@H](c2ccc(Cl)cc2)[C@@](C#N)(C(N)=O)[C@@H]2C=CC(C(N)=O)=CN21 | 1 | -4 | -1.6 | -4 | -3 | -2 | 18 | 1 | 1.7
O=C(Cc1ccccc1)Nc1ccc(N2CCOCC2)cc1 | 0 | -5 | 2.0 | 2 | 8 | 6 | 7 | 2 | -0.1
CN(Cc1ccccc1)S(=O)(=O)c1ccc(NC(=S)NC(=O)C(C)(C)C)cc1 | 6 | 27 | 1.3 | 0 | 9 | -2 | 5 | 8 | 0.6
Cc1ccc(S(=O)(=O)N2Cc3ccccc3CC2C(=O)Nc2cc(C)on2)cc1 (stereo unspecified) | -1 | 34 | -3.2 | 5 | 5 | 12 | 6 | -4 | 0.0
COCCn1c(SCC(=O)N(C)C2CCS(=O)(=O)C2)nc2ccccc2c1=O (stereo unspecified) | -2 | 7 | 0.3 | 4 | -4 | nt | 6 | 3 | 1.8
Nc1nc(Cl)cc(Oc2ccc(Cl)cc2)n1 | 1 | 9 | -0.2 | -3 | 21 | 9 | 4 | -1 | -0.3
CCOC(=O)c1cc(C(C)(C)C)nc(SC)c1C#N | -1 | 11 | -2.1 | 4 | 10 | 10 | 7 | 2 | 0.5
Cc1nnnn1/C(=C\c1ccccc1)C(=O)OCC(=O)N1CC2(C)CC1CC(C)(C)C2 (stereo unspecified) | -2 | 45 | -3.4 | 33 | 16 | 1 | 8 | 1 | 0.4
Cc1oc(-c2ccccc2)nc1C(=O)N1CCN(c2ccc(F)cc2)CC1 | 2 | -6 | 0.8 | 0 | 6 | 1 | 12 | 0 | -0.2
CC(C)CNS(=O)(=O)c1ccc(CCC(=O)NCc2cccnc2)cc1 | 0 | 23 | -2.1 | -4 | 2 | 7 | 8 | -1 | 0.1
COc1ccc(NC(C#N)c2ccccc2OCc2ccccc2)cc1 (stereo unspecified) | 1 | 32 | -1.7 | -6 | 11 | 7 | 10 | -8 | 1.0
C=CCn1ccc(=NC=C(C#N)C#N)c2ccccc21 | 0 | -1 | 0.2 | -5 | 4 | 4 | 7 | 2 | 3.1
CC(=O)N1CCN(CC(=O)Nc2cc([N+](=O)[O-])ccc2Cl)CC1 | 0 | 20 | 0.7 | -21 | 18 | 9 | 6 | 1 | 0.4
O=C(Cn1c(O)c(N=NC(=O)c2ccncc2)c2ccccc21)Nc1ccccc1 | 1 | -12 | 1.7 | -33 | 1 | 8 | 11 | 3 | 0.4
COc1cccc(N2C(N)=NC(N)=NC2(C)C)c1 | 2 | nt | -9.5 | 1 | 26 | 15 | 8 | -8 | 1.2
Clc1ccc2scc(CN3CCCCC3)c2c1 | -3 | 26 | 2.2 | -7 | -4 | 14 | 13 | 8 | 1.2
CN(C)c1nc(SCc2ccc(Cl)cc2)nc2c1CCCC2 | -3 | 44 | -4.3 | 6 | 2 | -13 | 3 | -7 | -0.3
COC(=O)C1=C(C)NC(=O)NC1c1cccc(OC)c1OCc1ccccc1 (stereo unspecified) | -2 | 36 | 1.7 | -11 | 6 | 14 | nt | 1 | 0.5
CC(C)c1ccc(/C=N/NC(=O)c2cc(-c3cccc([N+](=O)[O-])c3)n[nH]2)cc1 | 1 | -19 | -1.0 | -9 | 22 | -1 | 4 | -8 | 1.6
CC(C)CCn1c(Br)nc2c1c(=O)n(CC(N)=O)c(=O)n2C | -1 | -31 | 0.5 | 2 | 6 | 14 | 6 | 7 | 0.8
CNS(=O)(=O)c1cccc(C(=O)OCC(=O)c2cc3ccccc3o2)c1 | -3 | -8 | 0.7 | -1 | 5 | 5 | 7 | -1 | 0.9
O=C(CSc1nc2ccccc2c(=O)n1-c1ccccc1Cl)Nc1cccc(S(=O)(=O)N2CCOCC2)c1 | 0 | -4 | -5.6 | -8 | 18 | 14 | 12 | 6 | -0.4
CCn1ccnc1CN(C)Cc1nc(-c2ccc3c(c2)OCO3)no1 | -1 | -7 | -0.3 | -6 | 24 | 9 | 4 | 3 | -1.4
CC(NC(=S)Nc1c(Br)cccc1OC(F)F)C(C)(C)C (stereo unspecified) | -3 | 17 | 1.6 | 33 | 15 | 10 | 4 | 6 | -0.4
CNC(=O)c1cc2ccccc2o1 | 2 | 12 | -1.4 | 4 | 21 | 17 | 12 | 5 | -0.3
CCOc1ccc2nc(C(=O)N3CCCC(C)C3)sc2c1 (stereo unspecified) | 4 | -42 | 1.9 | 31 | 40 | 7 | 7 | 18 | 1.0
Cc1ccc(N2CC(C(N)=O)CC2=O)cc1 (stereo unspecified) | -1 | 11 | -1.4 | 5 | 13 | -5 | 11&9 | -4 | -0.1
Cc1ccc(SCCC(=O)NCc2ccco2)cc1 | 4 | 19 | -0.2 | 1 | 2 | 5 | 8 | 1 | -0.1

Profiles, looked up by structure. Order of screens: Wee1 stabilizer	CHOP inhibitor	TNF death inh	TbHK1 inh	PPC-1+TRAIL kill	FXIIa inh 1536	PGE2 EP2 inh	FXIa inh	zVAD death inh
`COc1ccc(NC(C#N)c2ccccc2OCc2ccccc2)cc1` (stereo unspecified) reads 1	32	-1.7	-6	11	7	10	-8	1.0
`Cn1c(-c2c(N)n(C3CCCC3)c3nc4ccccc4nc23)nc2ccccc21` reads -1	70	1.2	-3	9	-6	14	-12	-0.3
`CNS(=O)(=O)c1cccc(C(=O)OCC(=O)c2cc3ccccc3o2)c1` reads -3	-8	0.7	-1	5	5	7	-1	0.9

(list continues)
SMILES | Wee1 stabilizer | CHOP inhibitor | TNF death inh | TbHK1 inh | PPC-1+TRAIL kill | FXIIa inh 1536 | PGE2 EP2 inh | FXIa inh | zVAD death inh
FC(F)(F)c1ccc(NC(=S)NC2CCCCC2)cc1 | 0 | 88* | 0.7 | -2 | -2 | 2 | 4 | -4 | 2.5
O=C(Nc1cccc2c1C(=O)NC2=O)c1ccc(N2C(=O)CCC2=O)cc1 | 0 | -15 | -1.2 | -6 | -3 | 5 | 5 | 3 | 0.6
CCC(CC)C(=O)NCCc1cc2ccc(C)cc2[nH]c1=O | -1 | 23 | 1.2 | -8 | 20 | 6 | 12 | -4 | 2.2
Cn1nc(-c2ccc(Cl)cc2)cc1NC(=O)Nc1ccccc1 | 1 | -1 | 3.1 | -5 | 14 | 10 | 1 | 5 | 1.1
CC(C)(C)c1ccc(/C=N/NC(=O)C(=O)NCCCN2CCOCC2)cc1 | 3 | -7 | 0.6 | -6 | 13 | 7 | 7 | 8 | 0.9
CC(=O)NNc1[nH]c2c(c(=O)c1[N+](=O)[O-])c(=O)n(C)c(=O)n2C | -3 | 8 | 0.3 | -28 | 21 | 13 | 3 | 0 | 4.1
Cc1cccc(C)c1NC(=O)COC(=O)c1cccc2c1C(=O)c1ccccc1C2=O | -1 | 7 | -7.2 | -2 | 10 | 12 | 5 | 4 | 1.2
CC(=O)Nc1cc2cc(NS(=O)(=O)c3ccc(C)cc3)ccc2oc1=O | -1 | 10 | 0.0 | -20 | 16 | 9 | 9 | 5 | 1.0
O=C(Cc1ccc(Cl)cc1)NNS(=O)(=O)c1ccc([N+](=O)[O-])cc1 | -3 | 12 | 1.0 | 34 | 12 | 33 | 7 | 0 | 0.7
O=C(Nc1nccs1)c1ccccc1N=Cc1ccccc1 | -1 | 11 | -0.6 | -3 | 1 | 7 | 14 | 3 | 0.6
CCN1C(=O)N[C@@H](CCc2ccccc2)[C@@H](C(=O)OC)[C@H]1C | nt | 14 | 1.1 | -6 | 4 | 9 | 11 | 4 | -0.3
CCOc1ccccc1C(=O)N(CN1CCCC1=O)c1cccc(Cl)c1 | 0 | -7 | -0.7 | 0 | -5 | 16 | 3 | 5 | -0.1
O=S(=O)(NCc1csc(-c2cccs2)n1)c1cccs1 | -2 | 1 | -2.8 | -21 | 11 | 8 | 9 | 1 | -0.9
CN(C)S(=O)(=O)c1cccc(NC(=O)COC(=O)CNC(=O)c2ccccc2F)c1 | -1 | 16 | 1.7 | -9 | -1 | 2 | 12 | -3 | 0.6
Cc1ccc(SCCC(=O)N2CCC(C)CC2)cc1 | 1 | -1 | 1.3 | 0 | 20 | 14 | 9 | 6 | -0.3
Cc1ccc(N2C(=O)CS/C2=N\C(=S)Nc2ccccc2)cc1 | 8 | 43 | 0.5 | -8 | 25 | 1 | 15 | -2 | 0.8
CCn1c(C2CC(=O)N(c3ccc(C)c(C)c3)C2)nc2ccccc21 (stereo unspecified) | -3 | nt | 1.6 | 0 | -9 | nt | 8 | nt | 1.6
CCOc1ccc(-c2nnc(-c3ccco3)o2)cc1 | 2 | 5 | -0.4 | 2 | 35 | 9 | 11 | -3 | 0.3
O=C(Cc1cccs1)Nc1ccccc1-c1nc2ccccc2[nH]1 | 5 | -6 | -0.6 | -12 | 35 | 10 | 9 | 0 | 1.4
Cc1cc(Nc2ccc(C(=O)O)cc2)n2nc(C)nc2n1 | 0 | -8 | 0.4 | -10 | 23 | -1 | 4 | -6 | 0.1
CC(=O)Nc1ccccc1OC(C)C(=O)N1CCC(C)CC1 (stereo unspecified) | 1 | -5 | -0.7 | -1 | -5 | 13 | 6 | 3 | 0.2
Cc1ccc(S(=O)(=O)c2cc3ccccc3oc2=O)cc1 | -3 | 12 | -0.2 | -5 | 21 | 8 | 3 | -1 | -0.9
Cc1ccc(Sc2c(CO)c(-c3ccccc3)nn2C)cc1 | 4 | -6 | -17 | 3 | 9 | 3 | 6 | -4 | -1.4
O=C(Nc1nnc(C2CCCC2)s1)C1CCC1 | -2 | -1 | 0.9 | 33 | 4 | -6 | 18 | -10 | 0.6
CCc1nnc(NC(=O)c2oc3cc(C)c(C)cc3c2C)s1 | 2 | 10 | 0.4 | -12 | 12 | 13 | 12 | 6 | 1.3
COc1ccc(C2CC(=O)c3c(C)nc(N4CCN(Cc5ccccc5)CC4)nc3C2)cc1OC (stereo unspecified) | -3 | 54 | -13 | -12 | 5 | 23 | 3 | 17 | -0.2

Screening data from PubChem.
